Compound activity as filed in PubChem BioAssay.
ERG Ets-DNA blk – qHTS for Small Molecule Inhibitors of the ERG Ets/DNA interaction. Potency, µM (doses to about 76.9 µM), for inactives: at the highest dose FP activity, negative = inhibition, most hits filed as inhibitors. fluorescence polarization, His-ERG Ets domain / labelled DNA. Transcriptional regulator ERG (Homo sapiens), P11308. 370,000 tested, 0.028% active; active = well fitted inhibition curve with a large enough effect in the polarisation, with a control signal flat; inconclusive = small, poorly fitted or top-dose-only effect, or effect the other way, or a change in a side signal; inactive = no such curve, though single readings can be large or run the other way; the % refers to the polarisation;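 also: polarization taken with two DNA probes labelled with fluorescein and Texas red; % of control where 0% means no effect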
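His-tagged ERG Ets domain (1 uM in the protein solution; 300mM KCl, 50mM Tris-HCl, 1mM EDTA, 1mM DTT, pH 7.5) received compound, then a probe mix of 5 nM fluorescein-DNA and 100nM Texas-615-DNA. Fluorescence polarization was read for both dyes.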
HP1b binding inh – HTS for Inhibitors of HP1-beta Chromodomain Interactions with Methylated Histone Tails; Chromobox protein homolog 1 (Homo sapiens), P83916; AlphaScreen HP1-beta / biotin-H3K9me3 peptide binding; Potency, µM (doses to about 114 µM), for inactives: at the highest dose activity change, negative = inhibition, most hits filed as inhibitors; 390,000 tested, 0.56% active; AID 540317, 2011; also: nearly all actives have a fitted effect of over 70% in size; inactives centre near 23
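AlphaScreen: HP1-beta (50 nM) preformed 30 min with biotin-H3(1-18)K9me3 peptide (50 nM) in PBS pH 7.4, 0.01% Tween-20. Compound added for 30 min at RT, then streptavidin donor/nickel chelate acceptor beads (10 ug/mL) for 30 min.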
Tb PGK inh – qHTS Assay to Find Inhibitors of Phosphoglycerate Kinase. PGK/GAPDH coupled, Kinase-Glo luminescence, 60 min. Potency, µM (titrated, usually from 57.5 µM), for the others: top-dose activity change, negative = inhibition, hits mostly inhibitors. 380,000 tested, 0.043% active. AID 602233, 2012; also: % is scaled to controls: 0 for no effect and ±100 for the full control effect; nearly all actives have a fitted effect of over 60% in size
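Luminescent ATP detection (Kinase-Glo Plus) follows a 60-minute room-temperature incubation, with wells lacking PGK as controls. Buffer: 100 mM TEA (pH 7.6), 5 mM MgCl2, 0.01% Tween-20. Coupling enzyme GAPDH (100 nM final) supplies unstable 1,3-BPG in-well.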
JMJD2A Tudor inh – qHTS Assay for Inhibitors of JMJD2A-Tudor Domain; Lysine-specific demethylase 4A (Homo sapiens), O75164; AlphaScreen JMJD2A-Tudor / H3K4me3 peptide binding; Potency, µM (titrated, usually from 114 µM), for inactives: at the highest dose activity change, negative = inhibition, actives largely listed as inhibitors; 390,000 tested, 4.4% active; AID 504339, 2011; also: % is scaled to controls: 0 for no effect and ±100 for the full control effect; nearly all actives have a fitted effect of over 50% in size
Pin1 inhibitor – qHTS Assay to Find Inhibitors of Pin1; Peptidyl-prolyl cis-trans isomerase NIMA-interacting 1 (Homo sapiens), Q13526; Potency, µM (highest dose often 115 µM), without a hit: top-dose activity, negative = inhibition, most hits filed as inhibitors; 390,000 tested, 0.009% active; AID 504891, 2011; Pin1 FP peptide displacement, HiFluor488, 10 min; active = well fitted inhibition curve with a large enough effect in the polarisation, with a control signal flat, not every such curve was filed as active; inconclusive = small, poorly fitted or top-dose-only effect, or effect the other way, or a change in a side signal; inactive = no such curve, though single readings can be large or run the other way; the % refers to the polarisation; also: % is scaled to controls: 0 for no effect and ±100 for the full control effect
Target sequence (Q13526 whole entry, looked up): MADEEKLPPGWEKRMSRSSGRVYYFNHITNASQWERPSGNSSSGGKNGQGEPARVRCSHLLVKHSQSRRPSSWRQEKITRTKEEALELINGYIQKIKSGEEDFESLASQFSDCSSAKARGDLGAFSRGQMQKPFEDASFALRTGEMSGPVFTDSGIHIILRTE
RGS4 inhibitor – Inhibitors of Regulator of G Protein Signaling (RGS) 4: qHTS | Regulator of G-protein signaling 4 (Homo sapiens), P49798 | Transcreener GDP fluorescence polarization, RGS4-accelerated GTP hydrolysis | Potency, µM (series often up to 114 µM), inactives show top-dose activity change, negative = inhibition, usual class: inhibitors | 390,000 tested, 0.039% active; also: % is scaled to controls: 0 for no effect and ±100 for the full control effect; nearly all actives have a fitted effect of over 75% in size; some results filed as inactive show a strong effect at the top dose
Target sequence (P49798 whole entry, looked up): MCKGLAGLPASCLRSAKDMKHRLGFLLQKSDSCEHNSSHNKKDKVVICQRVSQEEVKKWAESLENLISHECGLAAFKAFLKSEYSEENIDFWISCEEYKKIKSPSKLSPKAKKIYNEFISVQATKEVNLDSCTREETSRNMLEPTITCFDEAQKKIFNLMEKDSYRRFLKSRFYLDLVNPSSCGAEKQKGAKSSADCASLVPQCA
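MLSMR compounds (23 nl, pin-transferred) preincubated 10 min at room temperature with a 500nM (2x) first reagent, then RGS4 at 900nM (2x) plus Transcreener GDP mix added; fluorescence polarization (620/688 nm) read before and after 90 min at 30 °C.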
GLS inhibitor – qHTS for Inhibitors of Glutaminase (GLS). GLS enzymatic activity, qHTS titration. Potency, µM (doses to about 45.5 µM), for the others: top-dose activity change, negative = inhibition, actives largely listed as inhibitors. 410,000 tested, 0.21% active; also: % is scaled to controls: 0 for no effect and ±100 for the full control effect
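Read-out is an Amplex red fluorescence increase coupled through glutamate oxidase and HRP, measured before and after 30 min room-temperature incubation. hKGA is in 45 mM KH2PO4 (pH 8.2) with 0.02% Tween-20; glutamine added as 1mM solution.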
ALOX12 inh – Primary qHTS assay for inhibitors of human arachidonate 12S-lipoxygenase (ALOX12): Round 2. AID 1671190, 2021. Potency, µM (doses to about 108 µM), for inactives: at the highest dose activity change, negative = inhibition, usual class: inhibitors. 580,000 tested, 1.1% active. purified 12hLO, xylenol orange hydroperoxide absorbance. Polyunsaturated fatty acid lipoxygenase ALOX12 (Homo sapiens), P18054; also: % is scaled to controls: 0 for no effect and ±100 for the full control effect
Target sequence (P18054 whole entry, looked up): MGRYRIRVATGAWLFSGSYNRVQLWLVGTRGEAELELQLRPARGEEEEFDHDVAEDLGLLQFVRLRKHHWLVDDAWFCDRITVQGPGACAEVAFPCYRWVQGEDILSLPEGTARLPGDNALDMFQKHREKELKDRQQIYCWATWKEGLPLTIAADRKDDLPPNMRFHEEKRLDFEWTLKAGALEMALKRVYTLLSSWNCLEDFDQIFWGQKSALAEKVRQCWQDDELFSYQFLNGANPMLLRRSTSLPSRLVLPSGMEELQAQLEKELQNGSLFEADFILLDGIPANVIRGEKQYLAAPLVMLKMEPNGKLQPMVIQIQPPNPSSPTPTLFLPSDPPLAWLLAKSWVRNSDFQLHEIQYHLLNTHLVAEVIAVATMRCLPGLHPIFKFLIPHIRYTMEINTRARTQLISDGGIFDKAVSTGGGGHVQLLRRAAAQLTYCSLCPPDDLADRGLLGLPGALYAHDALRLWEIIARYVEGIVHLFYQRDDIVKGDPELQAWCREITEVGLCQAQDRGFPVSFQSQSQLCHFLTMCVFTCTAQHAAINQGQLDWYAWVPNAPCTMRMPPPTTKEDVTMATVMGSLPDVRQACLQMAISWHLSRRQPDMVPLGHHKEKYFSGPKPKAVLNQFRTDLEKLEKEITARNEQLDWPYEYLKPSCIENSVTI
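Purified human 12hLO at 150 nM in 25 mM Hepes, 0.01% Triton X-100, pH 7.0, preincubated 15 min at room temperature with compound. Reaction started with 40 uM arachidonic acid, 30 min at room temperature. Hydroperoxide measured by Fe-xylenol orange, 573/405 nm absorbance ratio.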
TrxR1 inh – qHTS Assay for Inhibitors of Mammalian Selenoprotein Thioredoxin Reductase 1 (TrxR1): qHTS; Thioredoxin reductase 1, cytoplasmic (Rattus norvegicus), O89049; recombinant rTrxR1, NADPH fluorescence consumption, selenite substrate; Potency, µM (highest dose often 114 µM), for the others: at the top dose activity change, negative = inhibition, hits mostly inhibitors; 390,000 tested, 1% active; AID 588453, 2011; also: % is scaled to controls: 0 for no effect and ±100 for the full control effect; nearly all actives have a fitted effect of over 65% in size
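Rat TrxR1 (90 nM in the dispensed reagent) was pre-reduced with 400 uM NADPH for 5 min at room temperature, then incubated with compound for 15 min. After 400 uM selenite was added, NADPH fluorescence (Ex 340/Em 450 nm) was followed for 8 min.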
An asterisk follows results filed as active; i = inactive; ? = inconclusive; / = not tested or not shown; & = joins results of further samples; [ ] = another dose, or the depositor's remark. Unless noted, calls follow the shape of the dose curve; as a rule, active = well fitted curve in the direction sought with a large enough effect; inconclusive = small, poorly fitted or top-dose-only effect, or another doubt; inactive = no such curve, though single readings can be large; an effect the other way counts as inactive or inconclusive. Potency is read from the fitted curve at half-maximal effect. An excerpt, so the mix of outcomes need not match the whole.

nr | compound | ERG Ets-DNA blk | HP1b binding inh | Tb PGK inh | JMJD2A Tudor inh | Pin1 inhibitor | RGS4 inhibitor | GLS inhibitor | ALOX12 inh | TrxR1 inh
1 | O=C1C=C(c2cccc3c2sc2ccccc23)C[C@@H](c2ccc(Cl)cc2)C1 | -2% | 30% | 5% | -15% | 11% | -1% | 6% | -8% | 10%
2 | CCOc1cc2c(cc1C=O)OC(C)C2 (stereo not given) | -8% | 30% | 0% | 1% | 0% | -29% | 5% | 24% | -7%
3 | COc1cccc(CNC(=O)CCCC(=O)NC(C)CCc2ccccc2)c1 (stereo not given) | 3% | 44%[activator] | -7% | -3% | -1% | -15% | -3% | 2% | 14%
4 | CC1CCN(S(=O)(=O)c2cccc(C(=O)N(C)C3(C)CCS(=O)(=O)C3)c2)CC1 (stereo not given) | -1%&-4% | 14%&16%[57 µM] | -2%&-4% | -4%&-12% | -2%&-6% | 13%&-10% | 1%&8% | -7%&-25% | 14%
5 | Nc1nc(CSc2nnnn2-c2ccc(F)c(Cl)c2)nc(N2CCOCC2)n1 | -13% | 39% | -5% | -13% | 26% | -10% | 1% | -14% | -8%[57.1 µM]
6 | Cc1cc(C)c2c(n1)sc1c(-c3ccccc3)c(C#N)c(N)nc12 | -1% | 26% | -9% | ? | 4% | -20% | -5% | ? | 12%[57.1 µM]
7 | CC(C)n1nnnc1-c1ccc(Cl)cc1 | -2% | -13% | -5% | -20% | -14% | 9% | 4% | 2% | 17%
8 | COc1cc(S(=O)(=O)N2CCOCC2)ccc1NC(=O)COc1ccc(N(C)S(=O)(=O)c2ccc(C)cc2)cc1 | 7% | 49%[activator] | -7% | -6% | 18% | -14% | -5% | -11% | -1%[11.4 µM]
9 | O=C(c1cccnc1)c1cccnc1 | -2% | 52%[activator] | -3% | -2% | -2% | -29% | -4% | 1% | 7%[57.1 µM]
10 | CC(C)(C)C(=O)/C=C/Nc1ccccc1O | 1% | 47%[activator] | i | -23% | 17% | -36% | 1% | -19% | ?
11 | COc1cc(OC)nc(NC(=O)CCl)n1 | -2% | 21% | -1% | -21% | 4% | 22% | 14% | 0% | ?
12 | COC(=O)c1c(NC(=O)CC2SC(N)=NC2=O)sc2c1CCCC2 (stereo not given) | / | 3% | -2%[11.5 µM] | ? | -8% | -22% | 12% | -21%[57.4 µM] | -8%

Given with two lines to a compound: four of the compounds above.
The line under a structure holds: ERG Ets-DNA blk, HP1b binding inh, Tb PGK inh, JMJD2A Tudor inh, Pin1 inhibitor, RGS4 inhibitor, GLS inhibitor, ALOX12 inh, TrxR1 inh
#2 CCOc1cc2c(cc1C=O)OC(C)C2 (stereo not given)
→ -8%, 30%, 0%, 1%, 0%, -29%, 5%, 24%, -7%
#4 CC1CCN(S(=O)(=O)c2cccc(C(=O)N(C)C3(C)CCS(=O)(=O)C3)c2)CC1 (stereo not given)
→ -1%&-4%, 14%&16%[57 µM], -2%&-4%, -4%&-12%, -2%&-6%, 13%&-10%, 1%&8%, -7%&-25%, 14%
#9 O=C(c1cccnc1)c1cccnc1
→ -2%, 52%[activator], -3%, -2%, -2%, -29%, -4%, 1%, 7%[57.1 µM]
#1 O=C1C=C(c2cccc3c2sc2ccccc23)C[C@@H](c2ccc(Cl)cc2)C1
→ -2%, 30%, 5%, -15%, 11%, -1%, 6%, -8%, 10%

The results go on.
nr | compound | ERG Ets-DNA blk | HP1b binding inh | Tb PGK inh | JMJD2A Tudor inh | Pin1 inhibitor | RGS4 inhibitor | GLS inhibitor | ALOX12 inh | TrxR1 inh
13 | Cc1nc2ccccc2nc1NS(=O)(=O)c1ccc(N)cc1 | 1% | 28% | 9% | 0% | -4% | 13% | -5% | 16% | 4%
14 | CCOc1ccc(Cc2nnc(SCC(=O)Nc3c(C)cccc3C)[nH]c2=O)cc1 | -13% | 13% | -5% | 1% | 1% | -20% | 23% | -7% | 22%
15 | CC1CCN(C(=O)c2ccc(NC(=O)C3CCCO3)cc2)CC1 (stereo not given) | -5% | 35% | -3% | 2% | -12% | -7% | -5% | 6% | 12%[57.1 µM]
16 | COc1ccccc1N1CCN(S(=O)(=O)CCNC(=O)C2CCCC2)CC1 | 8% | 17% | 0% | -2% | -12% | -1% | 7% | -34% | -14%
17 | Nc1nc(N2CCOCC2)cc(=O)[nH]1 | -5% | 15% | 6% | -13% | ? | 4% | 9% | -3% | ?
18 | COc1ccc(-n2c(=O)c3ccccc3n(CC(=O)NC3CCCC3)c2=O)c(OC)c1 | 1% | 5% | -9% | -17% | -1% | 2% | 0% | 8% | -6%
19 | COc1ccc(S(=O)(=O)N2CCCCCC2)cc1C(=O)N(C)CC(=O)Nc1c(Cl)cccc1Cl | 1% | 21% | 2% | -8% | -1% | -4% | 0% | 9% | 14%
20 | O=C(CSc1ccc(C(F)(F)F)cc1[N+](=O)[O-])Nc1ccccc1 | / | 9% | 6%[11.5 µM] | -18% | -4% | -27% | 1% | 24% | 18%
21 | CCOCCCNC(=O)c1ccccc1OC1CCN(S(C)(=O)=O)CC1 | -7% | 33% | 0% | -6% | -1% | -8% | -1% | 214%[activator] | 17%
22 | Cc1cc(NC(=O)c2ccc(Cn3cc([N+](=O)[O-])cn3)o2)no1 | 7% | 31% | i | -16% | -9% | 6% | -6% | 2% | 23%
23 | O=C(Nc1nc(-c2ccccc2)c(-c2ccccc2)s1)c1ccc(S(=O)(=O)N2CCCC2)cc1 | 5% | 40%[activator] | -2% | -7% | 2% | -25% | 5% | 17% | 0%
24 | O=C(CNc1cccc(S(=O)(=O)N2CCOCC2)c1)N1CCc2ccccc21 | -4% | 27% | -6% | -13% | 0% | -1% | -2% | 5% | 13%
25 | CCOC(=O)CCC(=O)Nc1cccc([N+](=O)[O-])c1 | -1% | 42%[activator] | 4% | 1%[57.1 µM] | 7% | 7% | 4% | -17% | 19%
26 | COc1ccc(CN(C)S(=O)(=O)c2nnc(NC(=O)c3ccccc3OC)s2)cc1OC | -6% | 35% | -4% | -17% | 31%[activator] | 9% | -1% | 5% | 34%
27 | O=C1CN(C(=O)COC(=O)c2ccc([N+](=O)[O-])s2)c2ccccc2N1 | / | 21% | -2% | -17% | 1% | 6% | 4% | / | ?
28 | CC(C)c1ccc(NC(=O)C2=NNC(=O)CC2)cc1 | 5% | 59%[activator] | i | -1% | 1% | -32% | 6% | 90%[activator] | -7%[57.1 µM]
29 | O=C(NC(=S)NNC(=O)c1ccc(Cl)cc1Cl)c1cccnc1 | 1% | -13% | 6% | 45µM* | -2% | -28% | 19% | ? | -22%
30 | COc1ccc(C(CNC(=O)C2CC2)N(C)C)cc1 (stereo not given) | 4% | 13% | i | -13% | 2% | 28% | -4% | 5% | -2%
31 | O=c1c2ccccc2n2c(-c3ccccc3F)nnc2n1CCc1ccccc1 | 7% | -5% | -3% | -12% | 1% | 5% | 14% | -26% | 6%
32 | CCOc1ccc(C(=O)NC2C(=O)N3C(C(=O)O)=C(COC(C)=O)CSC23)cc1OCC (stereo not given) | 7% | 20% | -10% | -13% | ? | -36% | 8% | -15% | 56µM*
33 | CCN(CC)S(=O)(=O)c1ccc(N/N=C/c2ccc(O)cc2O)nc1 | 3% | 37% | 2% | -28% | -7% | 19% | 2% | -11% | -19%
34 | Cc1nonc1CN(C)C(=O)CC1C(=O)NCCN1Cc1ccccc1F (stereo not given) | 4% | 30% | 7% | -1% | ? | -16% | 9% | -14% | -20%
35 | Cc1c(/C(O)=C2/C(=O)C(=O)N(CCN3CCOCC3)C2c2cccs2)cnn1-c1ccccc1 (stereo not given) | -4% | 24% | 0% | -3% | -4% | -22% | 5% | ? | -37%
36 | Cc1ccc(S(=O)(=O)N(C)c2ccc(C(=O)NCC(c3cccs3)N3CCOCC3)cc2)cc1 (stereo not given) | 7% | 9% | -5% | -26% | 0% | 17% | 7% | -12% | 8%
37 | Cc1ccc(CS(=O)(=O)CCC(=O)NCc2ccc(F)cc2)cc1 | -1% | 16% | -8% | -2% | -1% | -11% | 3% | 1% | 24%
38 | Cc1ccnc2nc(C(=O)OCC(=O)N(Cc3ccccc3)C(C)C)nn12 | 20% | 60%[activator] | -8% | -3% | 13% | 0% | -1% | ? | 9%
39 | COc1cc(C2C(C(=O)C(C)(C)C)=C(O)C(=O)N2Cc2ccccc2)ccc1O (stereo not given) | -6% | 16% | 1% | ? | 0% | 19% | 25% | ? | -5%
40 | O=C(COC(=O)c1cc(-c2cccs2)nc2ccccc12)NCc1ccco1 | 4% | 0% | -7% | ? | 7% | -51% | -17% | -11% | ?
41 | O=C(CN1C(=O)CSc2ccc(S(=O)(=O)N3CCCCC3)cc21)NCc1ccccc1 | 5% | 43%[activator] | 3% | -6% | 0% | -21%[11.4 µM] | 2% | -8% | 5%
